T cruzi growth: T. cruzi proliferation inhibition. inhibition, % at 8.34 µM. actives 5.9% (n = 77,000). T. cruzi beta-gal in NIH3T3, GalScreen luminescence, 90 h. AID 624255;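 active = mean inhibition above about 93%, with at least 55% of replicates each passing it, limit read from the data, passing the limit was not always enough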
Pf Dd2 growth: P. falciparum Dd2 growth inhibition; SYBR Green, 72 h; hits give low values; activity change, % at 10 µM; actives 2.3% (n = 94,000); AID 1159554; in the data active = activity change below about -80%
C diff growth: blocks growth of Clostridium difficile; Clostridium difficile clinical isolate growth, OD600, 24 h; hits give low values; growth activity, negative = inhibition, % at 16 µg/mL (by protocol); actives 0.25% (n = 86,000); AID 1259249;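 active = mean growth activity at or below -80% and every replicate also at or below -80%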;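 also: 0% = DMSO wells and -100% = levofloxacin 16 µg/mL wells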
KDM4C inh: inhibitors of human demethylase GASC-1 KDM4C | Q9H3R0 | GST-KDM4C 2-372, H3K9me3 peptide, LANCE TR-FRET | inhibition, % at 12.5 µM | actives 0.15% (n = 96,000) | AID 720574;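 active = mean replicate inhibition above about 25%, with at least 55% of replicates also reaching it, limit read from the data, passing the limit was not always enough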
Target sequence (Q9H3R0 2-372 limits assumed): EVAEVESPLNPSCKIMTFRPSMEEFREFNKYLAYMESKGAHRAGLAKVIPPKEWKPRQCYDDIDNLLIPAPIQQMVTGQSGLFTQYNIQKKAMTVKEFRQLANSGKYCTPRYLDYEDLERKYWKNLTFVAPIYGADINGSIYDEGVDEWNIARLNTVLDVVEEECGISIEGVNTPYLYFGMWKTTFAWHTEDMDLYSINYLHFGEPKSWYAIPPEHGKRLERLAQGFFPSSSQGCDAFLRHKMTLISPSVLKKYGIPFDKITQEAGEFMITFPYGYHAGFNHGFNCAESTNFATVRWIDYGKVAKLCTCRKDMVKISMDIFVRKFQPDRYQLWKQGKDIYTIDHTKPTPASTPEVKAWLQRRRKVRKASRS
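Test system: N-terminal GST-fused human GASC-1 (KDM4C) fragment, residues 2-372; quantity: GASC-1 enzyme at 10 nM final in reaction; dosing: single dose; schedule: 30 min demethylation and 1 h detection at room temperature; signal: LANCE TR-FRET, excitation 340 nm, emissions 618 and 671 nm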
The depositor's hits bear a star; x = not tested or not shown; & = joins results of further samples.

SMILES	T cruzi growth	Pf Dd2 growth	C diff growth	KDM4C inh
C[C@H]1CN([C@@H](C)CO)C(=O)c2cc(C3=CCCC3)cnc2O[C@@H]1CN(C)Cc1cccc(F)c1	93	-58	0	0.4
CCCN1[C@@H]2c3ccc(C4=CCCC4)c(=O)n3C[C@@H]2[C@@H](CO)[C@@H]1C(=O)NCc1ccccn1	6	x	-1	22
CO[C@H]1CN(C)C(=O)c2cc(NC(=O)c3cccc(F)c3)ccc2OC[C@@H](C)N(C(C)=O)C[C@@H]1C	9	x	x	0.9
CNC[C@H]1Oc2ncc(-c3ccccc3C)cc2C(=O)N([C@@H](C)CO)C[C@@H]1C	41	x	4	2.1
CCS(=O)(=O)N1CCCCN2[C@H](CO)[C@@H](c3ccc(-c4ccc(C#N)cc4)cc3)[C@@H]2C1	19	-12	1	-4.1
C[C@@H]1CN([C@H](C)CO)C(=O)c2cc(NS(=O)(=O)c3cn(C)cn3)ccc2O[C@@H](C)CCCCO[C@@H]1CN(C)C	7	-21	12	-0.3
COc1ccc2c3c([nH]c2c1)[C@@H](CO)N(C(=O)Nc1ccc(F)cc1)CC31CN(C(=O)c2ccccn2)C1	x	-57	-4	12
C[C@H]1CN([C@@H](C)CO)C(=O)c2cc(C#CCc3ccccc3)cnc2O[C@@H]1CN(C)C(=O)Cc1cccnc1	84	-66	3	-2.2
C[C@@H]1CN([C@@H](C)CO)C(=O)c2cc(NC(=O)Nc3ccc4c(c3)OCO4)ccc2O[C@@H](C)CCCCO[C@H]1CN(C)Cc1ccncc1	51	2	7	21
O=C(C[C@@H]1CC[C@@H]2[C@H](COC[C@H](O)CN2Cc2ccc(Oc3ccccc3)cc2)O1)N1CCCCC1	13	-11	-11	1.6
C[C@@H]1CN([C@H](C)CO)C(=O)c2cc(-c3cccc(C#N)c3)cnc2O[C@@H]1CN(C)Cc1cccnc1	x	16	-1	-0.3
C[C@H]1CN([C@@H](C)CO)C(=O)c2cc(C#Cc3cccnc3)cnc2O[C@H]1CN(C)Cc1ccccc1	45	-59	x	0.2
CCCNC(=O)N1CC2(CN(S(=O)(=O)CC)C2)c2c([nH]c3cc(OC)ccc23)[C@H]1CO	x	5	-5	0.3
CCCN(C[C@@H]1[C@@H](c2ccccc2)[C@H](CO)N1C(C)=O)C(=O)NC(C)C	41&1	3&-24	-8&-7	0.3
Cc1noc(C)c1S(=O)(=O)Nc1ccc2c(c1)C(=O)N([C@@H](C)CO)C[C@@H](C)[C@@H](CN(C)Cc1ccccc1)O2	23	1	0	-1.1
CCCC(=O)Nc1ccc2c(c1)OC[C@@H](C)N(CCc1ccccc1)C[C@H](C)[C@@H](OC)CN(C)C2=O	68	x	x	0.5
C[C@@H]1CCCCO[C@@H](CN(C)Cc2ccc(Cl)c(Cl)c2)[C@H](C)CN([C@@H](C)CO)C(=O)c2cc(NS(=O)(=O)c3ccc(Cl)cc3)ccc2O1	76	-18	6	-0.7
C[C@@H]1CN([C@H](C)CO)C(=O)c2cc(C3=CCCC3)cnc2O[C@H]1CN(C)C(=O)c1ccccn1	x	-16	0	-0.3
C[C@@H]1CCCCO[C@H](CN(C)Cc2ccncc2)[C@@H](C)CN([C@@H](C)CO)C(=O)c2cc(NC(=O)c3ccncc3)ccc2O1	22	-20	-3	0.4
O=C(O)C[C@H]1C[C@H]2c3cc(NC(=O)Nc4ccc(C(F)(F)F)cc4)ccc3O[C@H]2[C@H](CO)O1	-33	7	-4	2.5
COc1cccc(-c2ccc3n(c2=O)C[C@@H]2[C@@H](CO)[C@H](C(=O)N(C)C)[C@H]3N2C(=O)c2cnccn2)c1	5	-2	-3	0.5
C[C@@H]1CN([C@@H](C)CO)C(=O)Cc2cc(NC(=O)c3ccncc3)ccc2O[C@@H]1CN(C)C(=O)Nc1ccccc1	x	-1	-5	-1.6
CCCNC(=O)N1CCC2(CC1)CN(C(=O)c1ccncc1)[C@H](CO)c1[nH]c3cc(OC)ccc3c12	x	7	7	-0.2
COc1ccc2c3c(n(C)c2c1)[C@@H](CO)N(Cc1nccs1)CC31CN(C(C)=O)C1	x	-14	1	-1.2
C[C@H](CO)N1C[C@H](C)[C@H](CN(C)Cc2cccc(F)c2)Oc2cc(-c3ccc(F)cc3)ccc2S1(=O)=O	91	-1	23	-1.9
Remaining list, next part:
SMILES	T cruzi growth	Pf Dd2 growth	C diff growth	KDM4C inh
Cc1noc(C)c1S(=O)(=O)N(C)C[C@H]1OCCCC[C@@H](C)Oc2ccc(NC(=O)CCC(F)(F)F)cc2C(=O)N([C@@H](C)CO)C[C@H]1C	64	-24	0	-0.5
CO[C@@H]1CC[C@H]2CCN(C)C(=O)[C@@H](C)CN(C)C(=O)c3cccc(C#N)c3OC[C@H]1O2	14	x	-7	-0.3
C[C@@H]1CN([C@H](C)CO)C(=O)c2cccc(NC(=O)c3ccncc3)c2O[C@H]1CN(C)C	-24	6	0	-1.5
C[C@H](CO)N1C[C@H](C)[C@H](CN(C)C)OCCCC[C@H](C)Oc2ccc(NS(=O)(=O)c3ccc(F)cc3)cc2C1=O	52	17	1	-0.7
COc1ccc(NC(=O)N(C)C[C@H]2Oc3ccc(NC(=O)Nc4ccc5c(c4)OCO5)cc3C(=O)N([C@H](C)CO)C[C@@H]2C)cc1	-23	4	x	-0.9
C[C@H](CO)N1C[C@H](C)[C@@H](CN(C)C(=O)CCN2CCCCC2)Oc2ncc(C#Cc3ccccn3)cc2C1=O	58	20	1	1.9
CC(=O)N1[C@H](CO)[C@@H](c2ccccc2)C12CN(C(=O)Nc1ccccc1F)C2	x	24	-5	-1.3
C[C@H](CO)N1C[C@H](C)[C@@H](CN(C)C(=O)Nc2ccc3c(c2)OCO3)Oc2ccc(NC(=O)Cc3cn(C)c4ccccc34)cc2C1=O	x	-29	3	x
CC(=O)N(C)C[C@H]1Oc2ncc(C#Cc3ccccc3F)cc2C(=O)N([C@H](C)CO)C[C@@H]1C	-24	-7	-12	0.7
Cc1cccc(-c2ccc(C3[C@@H]4CN(Cc5cccnc5)C[C@H]3N4)cc2)c1 (some centres undefined)	x	-25	-1	0.6
C[C@H]1CN([C@@H](C)CO)C(=O)c2cc(NC(=O)CCN3CCOCC3)ccc2O[C@H]1CN(C)C(=O)Nc1ccc2c(c1)OCO2	6	24	x	1.7
O=C(C[C@H]1C=C[C@@H](NC(=O)c2ccccc2)[C@@H](CO)O1)NCc1ccc(Oc2ccccc2)cc1	x	16	4	0.4
C[C@H](CO)N1C[C@H](C)[C@@H](CN(C)Cc2ccc(Cl)c(Cl)c2)OCCCC[C@H](C)Oc2ccc(NC(=O)Nc3ccccc3)cc2C1=O	78	-14	-1	0.4
COc1ccccc1NC(=O)N[C@H]1CC[C@H](CC(=O)NCc2ccc(Cl)c(Cl)c2)O[C@H]1CO	-26	3	15	0.3
C[C@H]1CCCCO[C@@H](CN(C)S(C)(=O)=O)[C@@H](C)CN([C@@H](C)CO)C(=O)c2cc(N(C)C)ccc2O1	47	36	-3	6.8
COc1ccc(S(=O)(=O)Nc2cccc3c2O[C@@H](CN(C)C(=O)Nc2ccc(C(F)(F)F)cc2)[C@@H](C)CN([C@H](C)CO)C3=O)cc1	-56	-21	11	-2.8
CC(C)NC(=O)N(C)C[C@H]1Oc2cc(-c3cncnc3)ccc2S(=O)(=O)N([C@@H](C)CO)C[C@@H]1C	-5	36	-1	1.9
Cc1ccc(S(=O)(=O)Nc2ccc3c(c2)C(=O)N([C@@H](C)CO)C[C@H](C)[C@H](CN(C)Cc2ccccc2)OCCCC[C@H](C)O3)cc1	39	-55	2	0.3
C[C@@H]1CCCCO[C@H](CN(C)C(=O)c2ccncc2)[C@H](C)CN([C@@H](C)CO)C(=O)c2cc(NS(=O)(=O)c3ccc(Cl)cc3)ccc2O1	53	6	x	0.3
C[C@@H]1CCCCO[C@@H](CN(C)S(C)(=O)=O)[C@@H](C)CN([C@@H](C)CO)C(=O)c2cc(NS(=O)(=O)c3ccc(F)cc3)ccc2O1	-67	-35	-6	0.6
C[C@H](CO)N1C[C@H](C)[C@@H](CN(C)S(C)(=O)=O)Oc2ccc(NC(=O)Nc3ccc(C(F)(F)F)cc3)cc2C1=O	x	0	-1	x
COc1ccc2c3c(n(C)c2c1)[C@H](CO)N(CC1CCOCC1)CC31CN(Cc2nccs2)C1	x	-43	10	x
C[C@@H]1CN([C@@H](C)CO)C(=O)c2cc(NC(=O)Nc3ccccc3)ccc2O[C@@H]1CN(C)Cc1ccc2c(c1)OCO2	-37	8	9	15
Cc1noc(C)c1NC(=O)Nc1cccc2c1O[C@@H](CN(C)Cc1ccc3c(c1)OCO3)[C@H](C)CN([C@@H](C)CO)C2=O	75	1	1	-0.4
CCCNC(=O)N1CC2(C1)[C@@H](c1ccccc1)[C@@H](CO)N2C(=O)c1ccncc1	x	17	5	-2.0

As a short view, part of the list above.
SMILES	T cruzi growth	Pf Dd2 growth	C diff growth	KDM4C inh
C[C@@H]1CN([C@H](C)CO)C(=O)c2cccc(NC(=O)c3ccncc3)c2O[C@H]1CN(C)C	-24	6	0	-1.5
C[C@H](CO)N1C[C@H](C)[C@H](CN(C)C)OCCCC[C@H](C)Oc2ccc(NS(=O)(=O)c3ccc(F)cc3)cc2C1=O	52	17	1	-0.7
COc1ccc(NC(=O)N(C)C[C@H]2Oc3ccc(NC(=O)Nc4ccc5c(c4)OCO5)cc3C(=O)N([C@H](C)CO)C[C@@H]2C)cc1	-23	4	x	-0.9
C[C@H](CO)N1C[C@H](C)[C@@H](CN(C)C(=O)CCN2CCCCC2)Oc2ncc(C#Cc3ccccn3)cc2C1=O	58	20	1	1.9
CC(=O)N1[C@H](CO)[C@@H](c2ccccc2)C12CN(C(=O)Nc1ccccc1F)C2	x	24	-5	-1.3
C[C@H](CO)N1C[C@H](C)[C@@H](CN(C)C(=O)Nc2ccc3c(c2)OCO3)Oc2ccc(NC(=O)Cc3cn(C)c4ccccc34)cc2C1=O	x	-29	3	x
CC(=O)N(C)C[C@H]1Oc2ncc(C#Cc3ccccc3F)cc2C(=O)N([C@H](C)CO)C[C@@H]1C	-24	-7	-12	0.7
Cc1cccc(-c2ccc(C3[C@@H]4CN(Cc5cccnc5)C[C@H]3N4)cc2)c1 (some centres undefined)	x	-25	-1	0.6
C[C@H]1CN([C@@H](C)CO)C(=O)c2cc(NC(=O)CCN3CCOCC3)ccc2O[C@H]1CN(C)C(=O)Nc1ccc2c(c1)OCO2	6	24	x	1.7

(list continues)
SMILES	T cruzi growth	Pf Dd2 growth	C diff growth	KDM4C inh
C[C@H]1CCCCO[C@@H](CN(C)Cc2ccccc2)[C@@H](C)CN([C@@H](C)CO)C(=O)c2cc(NC(=O)Nc3ccccc3)ccc2O1	x	-79	x	-0.2
C[C@H](CO)N1C[C@H](C)[C@H](CN(C)C(=O)c2cccc(F)c2)Oc2cc(-c3cccc(F)c3)ccc2S1(=O)=O	44	-37	9	-2.3
O=C(c1ccc2c(c1)OCO2)N1CC(=O)N2[C@H](CO)[C@H](c3ccc(C#Cc4ccccc4)cc3)[C@@H]2C1	x	-52	0	-1.8
CCC(=O)N(C)C[C@@H]1Oc2ncc(C#CCc3ccccc3)cc2C(=O)N([C@@H](C)CO)C[C@H]1C	-12	-27	2	-1.6
O=C(Nc1ccc(Cl)c(Cl)c1)N[C@@H]1CC[C@H](CCn2cc(C3CC3)nn2)O[C@@H]1CO	x	-58	6	-1.0
C[C@H]1CN([C@@H](C)CO)C(=O)c2cc(NC(=O)Nc3ccccc3)ccc2O[C@@H]1CN(C)Cc1ccncc1	13	-8	-9	0.7
C[C@@H]1CN([C@@H](C)CO)C(=O)Cc2cc(NS(C)(=O)=O)ccc2O[C@H]1CN(C)S(=O)(=O)c1ccc(Cl)cc1	2	5	-6	0.0
C[C@H](NC(=O)[C@@H]1[C@@H](CO)[C@@H]2Cn3c(cccc3=O)[C@@H]2N1Cc1cccnc1)c1ccccc1	53	x	-1	2.5
O=C(Nc1ccc(C(F)(F)F)cc1)Nc1ccc2c(c1)[C@H]1C[C@H](CC(=O)N3CCc4ccccc4C3)O[C@@H](CO)[C@H]1O2	141*	-53	32	1.6
COc1ccc(NC(=O)N(C)C[C@@H]2OCCCC[C@@H](C)Oc3ccc(NC(=O)Nc4ccc(F)cc4)cc3C(=O)N([C@@H](C)CO)C[C@H]2C)cc1	-25	39	3	1.2
C[C@@H]1CN([C@H](C)CO)C(=O)c2cc(NC(=O)Nc3ccccc3)ccc2O[C@@H](C)CCCCO[C@H]1CN(C)C(=O)Cc1ccccc1	-45	-26	x	0.7
C[C@H](CO)N1C[C@H](C)[C@@H](CN(C)CC2CCCCC2)Oc2c(NC(=O)c3ccc(-c4nccs4)cc3)cccc2C1=O	60	-52	3	4.2
CC(C)(C)[S@@](=O)N1Cc2cc(C(=O)NCc3ccncc3)nc(-c3cccc(-c4cccc(C#N)c4)c3)c2[C@H]1CCO	22	-65	x	-2.7
Cc1cc(C(=O)Nc2cccc3c2O[C@H](CN(C)C(=O)NC(C)C)[C@H](C)CN([C@H](C)CO)C3=O)n(C)n1	x	-1	-1	-3.4
CCCNC(=O)N(C)C[C@@H]1Oc2ncc(-c3ccccc3F)cc2C(=O)N([C@H](C)CO)C[C@@H]1C	x	17	-4	-0.2
C[C@H]1CN([C@@H](C)CO)C(=O)Cc2cc(NC(=O)Nc3ccc4c(c3)OCO4)ccc2O[C@@H]1CN(C)Cc1ccncc1	x	-13	-1	3.9

High-throughput results: PubChem BioAssay, Broad Institute
